# Compound activity (PubChem)
# ARFGAP1 inhibitor – inhibitors of rat ARFGAP1 GAP activity, primary screen, biochemical, fluorescence polarization, GDP tracer; ADP-ribosylation factor GTPase-activating protein 1 (Rattus norvegicus), Q62848; Arfgap1-stimulated ARF1 GTP hydrolysis, GDP FP detection; inhibition, % at 16.5 µM; 360,000 compounds, 0.26% hits; AID 651572, 2012;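 active = inhibition above a per-plate limit, mean inhibition of low control wells plus 3 SD, cut at about 25% in these data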;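 also: 0% = DMSO wells with enzyme and 100% = wells lacking Arfgap1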
#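 system = rat Arfgap1 catalytic domain, aa 1-136 | technique = FP, GDP Alexa 633 tracer displaced from anti-GDP antibody, 620/688 nm | compound = one concentration, 16.5 µM, DMSO 1.26% | medium = HEPES-based buffer, pH 7.5 | timing = compound-enzyme preincubation 20 min, reaction 120 min, detection 60 min, 25 °C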
# KLK7 zymogen act – proKLK7 zymogen activators, primary screen, biochemical, fluorescence intensity; purified proKLK7, EDANS-DABCYL substrate fluorescence; 100% is mature enzyme control, 0% vehicle; AID 652039, 2013; Kallikrein-7 (Homo sapiens), P49862; 370,000 compounds, 0.9% hits; activation, % at 7 µM;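 active = activation above the mean of all tested compounds plus 3 SD, computed per campaign excluding outliers beyond control limits, cut at about 13% in these data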
# Target sequence (P49862 whole entry, looked up): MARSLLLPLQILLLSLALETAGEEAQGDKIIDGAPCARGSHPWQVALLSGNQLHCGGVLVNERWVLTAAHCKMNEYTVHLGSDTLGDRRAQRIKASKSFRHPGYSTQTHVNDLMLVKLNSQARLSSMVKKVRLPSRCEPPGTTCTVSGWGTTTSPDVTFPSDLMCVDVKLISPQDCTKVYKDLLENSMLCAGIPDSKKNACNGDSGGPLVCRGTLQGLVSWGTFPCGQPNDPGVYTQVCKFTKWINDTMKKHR
# LEDGF integ inh – blockers of LEDGF/p75-dependent integrase strand transfer – biochemical, TR-FRET, high throughput, primary screen | HIV-1 integrase (with human LEDGF/p75) | TR-FRET IN-LEDGF/p75 DNA integration, Eu/Cy5 | inhibition, % at 3.7 µM | 370,000 compounds, 0.64% hits | AID 743269, 2014;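 active = inhibition above the screen-wide mean plus 3 SD, cut at about 13% in these data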;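 also: signal is the Cy5 over europium emission ratio at 671 and 618 nm; 0% = plate median of compound wells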
# ADAM10 inh – human ADAM10 inhibitors, primary screen, biochemical, QFRET, HTS. Disintegrin and metalloproteinase domain-containing protein 10 (Homo sapiens), O14672. recombinant ADAM10, EDANS/DABCYL FRET peptide cleavage, 3 h. inhibition, % at 7 µM. 370,000 compounds, 0.62% hits. AID 720582, 2013;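 active = inhibition above a per-campaign cutoff equal to the mean of compounds falling between control-based bounds plus 3 SD, cut at about 20% in these data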;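 also: 0% = DMSO wells while the 100% control is not disclosed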
# TDP2 absorb – human TDP2 enzyme inhibitors, primary screen, biochemical, epi absorbance, recombinant enzyme; 370,000 compounds, 0.34% hits; inhibition, % at 12.8 µM; Tyrosyl-DNA phosphodiesterase 2 (Homo sapiens), O95551; T5PNP hydrolysis, p-nitrophenol absorbance 415 nm;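 active = inhibition above the mean of all tested compounds plus 3 SD, set per campaign, cut at about 25% in these data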;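 also: 0% = DMSO with enzyme and 100% = buffer with substrate but no TDP2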
# Target sequence (O95551 whole entry, looked up): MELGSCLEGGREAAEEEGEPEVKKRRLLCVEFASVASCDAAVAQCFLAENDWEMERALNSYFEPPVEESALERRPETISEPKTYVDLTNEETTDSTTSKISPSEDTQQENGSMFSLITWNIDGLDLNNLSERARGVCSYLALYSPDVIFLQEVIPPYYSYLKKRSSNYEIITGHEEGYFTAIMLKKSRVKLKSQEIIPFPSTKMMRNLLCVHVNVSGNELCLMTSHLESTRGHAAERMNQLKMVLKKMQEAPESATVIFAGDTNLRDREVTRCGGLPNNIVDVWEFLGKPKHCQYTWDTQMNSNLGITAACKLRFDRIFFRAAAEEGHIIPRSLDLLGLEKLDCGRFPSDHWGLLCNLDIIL
#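 Assay system: recombinant human TDP2 / Reagent: T5PNP substrate at 5 mM, a TopII-DNA adduct mimic / Measured by: epi absorbance from released p-nitrophenol / Evaluation: % inhibition relative to enzyme-containing and enzyme-free wells / Control set: enzyme-free and DMSO wells / Replicates: each compound tested once, singlicate / Schedule: enzyme reaction with compound for 2 h at 37 °C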
# ADAM17 inh – ADAM17 inhibitors, primary screen, biochemical, QFRET; recombinant ADAM17, EDANS/DABCYL FRET peptide cleavage; inhibition, % at 6.95 µM; Disintegrin and metalloproteinase domain-containing protein 17 (Homo sapiens), P78536; 370,000 compounds, 0.83% hits;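 active = inhibition above the mean of compounds lying between control limits plus 3 SD, set per campaign, cut at about 8.5% in these data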;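 also: 0% = DMSO-only wells as the low control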
# Tn6 DDE FP – inhibitors of Tn6 peptide binding to fibrin DD(E), primary screen, biochemical, fluorescence polarization, human fibrin, Tn6 probe. Fibrinogen beta chain (Homo sapiens), P02675. Fibrin DD(E) TRITC-Tn6 fluorescence polarization displacement. inhibition, % at 8.3 µM. 370,000 compounds, 0.21% hits. AID 720509, 2013;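 active = inhibition above a per-campaign cutoff: mean of compounds within control limits plus 3 SD, cut at about 15% in these data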;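 also: 0% = median of all compound wells on the plate and 100% = blocking peptide control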
# PLCg1 inh – PLC-gamma1 enzyme inhibitors, primary screen, biochemical, fluorescence, purified enzyme; 1-phosphatidylinositol 4,5-bisphosphate phosphodiesterase gamma-1 (Homo sapiens), P19174; fluorogenic substrate; inhibition, % at 12.2 µM; 370,000 compounds, 0.84% hits; in the data active = inhibition above about 9.5%
# ASAP1 GAP inh – inhibitors of human ASAP1 ArfGAP activity, primary screen, biochemical, fluorescence polarization; Arf-GAP with SH3 domain, ANK repeat and PH domain-containing protein 1 (Homo sapiens), …; ASAP1-stimulated ARF1 GTP hydrolysis, GDP FP detection; inhibition, % at 16.5 µM; 360,000 compounds, 0.19% hits; in the data active = inhibition above about 25%;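 also: 0% = vehicle with enzyme and substrate and 100% = no enzyme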
# Target sequence (Q9ULH1 325-724 limits assumed): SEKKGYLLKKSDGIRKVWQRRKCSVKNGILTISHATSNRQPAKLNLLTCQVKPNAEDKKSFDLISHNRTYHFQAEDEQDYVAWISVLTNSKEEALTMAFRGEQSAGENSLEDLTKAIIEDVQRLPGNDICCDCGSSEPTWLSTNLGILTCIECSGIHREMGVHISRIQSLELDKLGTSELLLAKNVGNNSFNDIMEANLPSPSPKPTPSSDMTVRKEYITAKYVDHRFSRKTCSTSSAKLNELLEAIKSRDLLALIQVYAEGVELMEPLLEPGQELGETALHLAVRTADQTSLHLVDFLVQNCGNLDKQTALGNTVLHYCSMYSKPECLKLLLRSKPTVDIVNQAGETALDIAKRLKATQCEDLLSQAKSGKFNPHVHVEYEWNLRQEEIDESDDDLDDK
# Tn7 DDE FP – inhibitors of Tn7 peptide binding to fibrin DD(E), primary screen, biochemical, fluorescence polarization, human fibrin, Tn7 probe | Fibrinogen beta chain (Homo sapiens), P02675 | FP displacement of FITC-Tn7 peptide from fibrin DD(E); 0% = median of compound wells per plate | inhibition, % at 8.3 µM | 370,000 compounds, 0.13% hits | AID 720508, 2013;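 active = inhibition above the mean of compounds falling within the control limits plus 3 SD of them, cut at about 14% in these data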;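 also: 0% = plate median of compound wells and 100% = 10 µM Aha-Tn7 peptide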
#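 Assay system: human fibrin DD(E) protein / Input: 2 µM fibrin DD(E) / Benchmarks: high control of 10 µM Aha-Tn7 peptide / Measured by: fluorescence polarization of the labelled Tn7 tracer / Medium: Tris buffer with calcium and detergent, pH 7.8 / Timing: 10 min compound pre-incubation, 3 h probe incubation at room temperature / Repeats: one replicate per compound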
# * hit, by the source's call; nt = not tested or not shown.
cpd	compound	ARFGAP1 inhibitor	KLK7 zymogen act	LEDGF integ inh	ADAM10 inh	TDP2 absorb
1	O=C(Nc1ccc(F)cc1F)c1cccn1-c1ncc(C(F)(F)F)cc1Cl	3	-0.2	2	7	-12
2	O=C(CCC(=O)N1CCN(S(=O)(=O)c2ccc([N+](=O)[O-])cc2)CC1)N1CCOCC1	-3	0.2	4	5	6
3	CCOC(=O)c1c(N)sc2c1CCCC2=O	6	-0.3	2	-5	1
4	COC(=O)[C@]12C[C@H](CC(=O)NCc3ccccc3)C(=O)N(CCc3ccc(OC)c(OC)c3)C1=C[C@H](C1CCCC1)O[C@@H]2C	nt	0.2	-3	5	-1
5	CCN(C(=O)CSc1nnc(Cn2nnc3ccccc32)o1)c1nc(C)cs1	11	0.0	1	-4	9
6	COc1ccccc1Cn1[nH]nnc1=S	4	0.8	-4	-1	-7
7	COC(=O)c1c(NC(=O)c2cccs2)sc2c1CCC(C)C2 (centres undefined)	-1	-0.3	-2	-1	-7
8	Cc1cccc(NC(=O)Cn2nc(-c3cccs3)ccc2=O)c1C	-10	0.6	-3	-40	4
9	COC(=O)c1ccc(NC(=O)COc2ccc(S(=O)(=O)NC(C)(C)C)cc2)cc1	-3	-0.2	3	-4	2
10	Fc1ccc(COc2ccc(-c3nnco3)cc2)cc1	-4	-0.2	0	-7	-6
11	CC12CN3CC(C)(CN(C1)C3c1ccc3ccccc3c1O)C2=O (centres undefined)	-1	-0.7	1	-5	6
12	COc1ccc(C(=O)/C=C/C(=O)N(Cc2ccccc2)C(C(=O)NC2CCCCC2)c2ccncc2)c(O)c1 (centres undefined)	1	0.7	-2	-1	10

cpd	ADAM17 inh	Tn6 DDE FP	PLCg1 inh	ASAP1 GAP inh	Tn7 DDE FP
1	2	5	-2	-3	3
2	0	-3	0	9	3
3	-2	-2	0	-1	-5
4	4	12	3	nt	0
5	-5	0	-1	-5	-6
6	-1	-6	0	6	-2
7	-3	8	-4	-1	9
8	-14	3	-27	10	4
9	-1	4	0	-1	-6
10	-3	0	2	9	-8
11	-7	13	-3	-4	3
12	2	6	-3	5	4

# The list continues:
cpd	compound	ARFGAP1 inhibitor	KLK7 zymogen act	LEDGF integ inh	ADAM10 inh	TDP2 absorb
13	COc1ccc(N(C(=O)c2ccc(Cl)cc2)C2=CC3CCC(C2)N3C)cc1 (centres undefined)	-2	-0.3	-2	2	-7
14	Cc1cc(C)[n+](C)n1CC(O)Cn1c2ccccc2c2ccccc21 (centres undefined)	-6	0.1	0	-2	-2
15	CCOc1ccc(-c2c(C(=O)N/N=C/c3c[nH]c4ccccc34)nnn2-c2nonc2N)cc1	-3	-4.7	-2	8	1
16	CC1CCN(C(=O)c2[nH]cnc2C(=O)NCC(=O)OCc2ccccc2)CC1	-4	-0.1	-1	0	6
17	O=C(Nc1ncccn1)C1CCCCC1	5	0.5	-2	9	-5
18	COc1ccc(CC(=O)OCC(=O)NCCc2ccccc2)cc1OC	-3	0.5	1	0	5
19	Cc1cc(C(=O)O[C@H]2[C@H](C)NS(=O)(=O)[C@H]3C[C@@H]4C=C[C@]23O4)cc([N+](=O)[O-])c1	-4	-0.2	2	0	-2
20	Cc1ccc(S(=O)(=O)NN2C(=O)c3ccccc3NC2c2ccco2)cc1 (centres undefined)	6	4.7	3	-66	1
21	CCOc1ccc(-c2nc(N)nc(C)c2-c2ccc(OC)c(OC)c2)c(O)c1	1	0.3	1	1	0
22	Cc1cccc(C(=O)NC(=S)Nc2cccc3nc(C)ccc23)c1	6	0.7	-1	1	16
23	CC1=C(C(=O)Nc2ccccn2)C(c2ccc(Br)cc2)n2ncnc2N1 (centres undefined)	-5	-0.1	0	-25	1
24	CC(=O)OC1CC2(C)C(C(C)=O)CCC2C2CCC3=CC(=O)CCC3(C)C12 (centres undefined)	0	0.3	3	2	6

cpd	ADAM17 inh	Tn6 DDE FP	PLCg1 inh	ASAP1 GAP inh	Tn7 DDE FP
13	0	9	0	2	0
14	1	-9	1	16	-6
15	5	5	-68	-5	9
16	-3	0	3	-4	7
17	-3	-1	11*	9	-3
18	-1	-4	1	3	7
19	-3	7	0	2	3
20	-22	-9	-35	1	-4
21	-3	-4	-6	-23	3
22	0	0	-2	6	-2
23	-11	-2	-8	-6	4
24	-2	-8	-2	-6	-5

# The results go on.
cpd	compound	ARFGAP1 inhibitor	KLK7 zymogen act	LEDGF integ inh	ADAM10 inh	TDP2 absorb
25	Cc1ccc(OCCOC(=O)c2sc(=S)n(C)c2C)cc1	-8	-0.4	0	3	-8
26	CCN(c1ccccc1)S(=O)(=O)c1ccc(OC)c(NC(=O)C2CCC2)c1	-2	0.8	2	0	6
27	Cc1cccc(/C=N/NC(=O)c2cc(C3CC3)nc3ccccc23)n1	-9	-0.2	-2	0	0
28	CCOc1ccc(S(=O)(=O)Nc2ccc(C(=O)NCC(c3ccco3)N(C)C)cc2)cc1 (centres undefined)	0	-1.1	-4	-18	-6
29	COc1cccc(NC(=O)CN(C)C(=O)CN2C(=O)NC(C)(c3ccc4ccccc4c3)C2=O)c1 (centres undefined)	11	0.1	1	1	-11
30	Cc1ccc(S(=O)(=O)NCC2CCCO2)cc1 (centres undefined)	3	-0.1	2	12	-15
31	NS(=O)(=O)OCCCc1ccc(C(F)(F)F)cc1	-10	-0.7	4	5	-7
32	O=c1c2ccccc2nc(SCc2cc(F)cc3c2OCOC3)n1Cc1ccco1	-9	-0.1	-1	1	-2
33	Cc1nc(SCC(=O)Nc2c(C)n(C)n(-c3ccccc3)c2=O)nc(C)c1C	-16	0.1	0	-1	-2
34	Cc1ccc(C(=O)COC(=O)CNC(=O)COc2ccccc2C)cc1C	1	-0.1	1	0	-3
35	COc1ccccc1C(=O)N/C(=C/c1cccc([N+](=O)[O-])c1)C(=O)Nc1cccc(C(=O)O)c1	6	0.2	1	-4	-1
36	COc1cc(SC)ccc1C(=O)Nc1cc(C)c(OCC(=O)N2CCOCC2)c(C)c1	8	0.0	-2	-7	-2

cpd	ADAM17 inh	Tn6 DDE FP	PLCg1 inh	ASAP1 GAP inh	Tn7 DDE FP
25	2	-3	4	7	-8
26	0	-2	1	1	-5
27	-1	-9	0	-4	2
28	-8	0	-8	7	5
29	1	4	-3	-4	-2
30	-2	-8	-2	5	2
31	6	2	4	-2	-6
32	-1	-6	0	2	3
33	-2	-4	2	-3	0
34	-2	6	-6	-2	5
35	-7	4	7	-4	4
36	-5	-6	-1	2	-3

# Ordered by length of the SMILES (lowest first): some entries from above.
cpd	compound	ARFGAP1 inhibitor	KLK7 zymogen act	LEDGF integ inh	ADAM10 inh	TDP2 absorb
25	Cc1ccc(OCCOC(=O)c2sc(=S)n(C)c2C)cc1	-8	-0.4	0	3	-8
27	Cc1cccc(/C=N/NC(=O)c2cc(C3CC3)nc3ccccc23)n1	-9	-0.2	-2	0	0
32	O=c1c2ccccc2nc(SCc2cc(F)cc3c2OCOC3)n1Cc1ccco1	-9	-0.1	-1	1	-2
26	CCN(c1ccccc1)S(=O)(=O)c1ccc(OC)c(NC(=O)C2CCC2)c1	-2	0.8	2	0	6
33	Cc1nc(SCC(=O)Nc2c(C)n(C)n(-c3ccccc3)c2=O)nc(C)c1C	-16	0.1	0	-1	-2
36	COc1cc(SC)ccc1C(=O)Nc1cc(C)c(OCC(=O)N2CCOCC2)c(C)c1	8	0.0	-2	-7	-2
28	CCOc1ccc(S(=O)(=O)Nc2ccc(C(=O)NCC(c3ccco3)N(C)C)cc2)cc1 (centres undefined)	0	-1.1	-4	-18	-6

cpd	ADAM17 inh	Tn6 DDE FP	PLCg1 inh	ASAP1 GAP inh	Tn7 DDE FP
25	2	-3	4	7	-8
27	-1	-9	0	-4	2
32	-1	-6	0	2	3
26	0	-2	1	1	-5
33	-2	-4	2	-3	0
36	-5	-6	-1	2	-3
28	-8	0	-8	7	5

# Later entries
cpd	compound	ARFGAP1 inhibitor	KLK7 zymogen act	LEDGF integ inh	ADAM10 inh	TDP2 absorb
37	COc1cc(C(=O)Nc2ccc(C)cn2)ccc1OCC(=O)N1CCOCC1	-1	-0.5	0	-6	8
38	Nc1ccc(S(=O)(=O)Nc2nc(-c3ccccc3)cc(-c3ccccc3)n2)cc1	1	-0.5	-2	-28	8
39	CC(C)NC(=O)c1cccc(NC(=O)CC2SC(N3CCCCC3)=NC2=O)c1 (centres undefined)	4	-0.2	-6	-21	3
40	O=C(/C=C/c1ccco1)c1cccnc1	-6	-0.1	67*	-4	-2
41	Cc1cc(C)c(C)c(S(=O)(=O)N2CCN(c3ncnc4ccccc34)CC2)c1C	-6	0.5	-5	-22	-13
42	O=C(NC1CC2CCCC(C1)N2Cc1cccs1)N1CCOCC1 (centres undefined)	-4	0.6	-2	3	6
43	O=C(CCc1nnc2ccc(N3CCOCC3)nn12)Nc1ccc(F)cc1F	4	-0.4	4	-15	-1
44	O=C(Nc1ccccc1Br)C1CCC(=O)N1Cc1ccccc1Cl (centres undefined)	-3	0.1	-8	-5	-2

cpd	ADAM17 inh	Tn6 DDE FP	PLCg1 inh	ASAP1 GAP inh	Tn7 DDE FP
37	-1	7	1	-5	1
38	-12	6	-8	3	2
39	-6	-9	3	3	6
40	-6	-1	-4	2	3
41	-2	-1	-19	-6	-5
42	-4	2	2	6	0
43	-5	6	0	-18	-5
44	-2	3	-2	1	6
